# High-throughput results deposited in PubChem BioAssay by several laboratories.
# MC4R barr agon: MC4R agonists recruiting beta-arrestin, primary screen, cell-based, luminescence, agonist arm of biased-ligand search; 0.98% of 360,000 active; U2OS MC4R beta-arrestin complementation; percent of melanotan II response, DMSO zero; Melanocortin receptor 4 (Homo sapiens), P32245; AID 540308, 2011; activation, % at 8.9 µM;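 active means activation above a per-plate cutoff, the mean activation of sample wells on that plate plus 3 SD, cut at about 8% in these data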
# Target sequence (P32245 whole entry, looked up): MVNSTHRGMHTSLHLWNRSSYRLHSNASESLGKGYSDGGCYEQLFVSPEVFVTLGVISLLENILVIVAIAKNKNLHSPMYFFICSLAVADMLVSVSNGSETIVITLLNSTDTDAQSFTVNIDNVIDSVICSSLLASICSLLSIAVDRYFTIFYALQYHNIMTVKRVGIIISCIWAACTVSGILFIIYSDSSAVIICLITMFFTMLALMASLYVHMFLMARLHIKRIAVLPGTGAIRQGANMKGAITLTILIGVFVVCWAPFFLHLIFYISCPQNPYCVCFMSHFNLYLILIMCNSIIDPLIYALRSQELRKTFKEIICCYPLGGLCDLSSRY
# ABCB6 inh MLPCN: ABCB6 transporter inhibitors, primary screen, K562-ABCB6 cells, flow cytometry, MLPCN library; ATP-binding cassette sub-family B member 6 (Homo sapiens), Q9NP58; K562-ABCB6 porphyrin accumulation, 1 h; stronger effect = lower value; fluorescence ratio to DMSO, % at 10 µM; 0.19% of 360,000 active; AID 602162, 2011;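 active means fluorescence ratio to DMSO below 75%, the collection mean minus 3 SD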;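 further: signal is porphyrin accumulated inside mitochondria; 100% equals median channel fluorescence of DMSO control wells; lower ratio means ABCB6 inhibition with less porphyrin fluorescence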
# Vif inh: HIV Vif self-association inhibitors, primary screen, imaging, HEK293T, single point; HEK293T cells, Vif self-association by quenched fluorescence, 24 h; inhibition, % at 7.49 µM; 0.35% of 340,000 active; AID 602346, 2012; in the data active means inhibition above about 50%, passing the limit was not always enough; further: some results filed as inactive read as strong as hits
# aDG glyco act: activators of alpha-DG glycosylation, primary screen, uHTS, Pro5-aDG cells, AlphaScreen; 0.22% of 360,000 active; alpha-DG glycosylation AlphaScreen (IIH6); 0% Pro5, 100% B10-LARGE cell signal; activation, % at 10 µM;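 active means activation of at least 8% versus controls, or a plate z-score of at least 8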;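 further: Pro5 are CHO cells carrying HIG-tagged alpha-DG that lacks glycosylation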
# Cardio protect: cardioprotection against H2O2-induced cell death, primary screen, uHTS, H9c2 cells, ATPLite luminescence. H9c2 cardiomyocytes, H2O2 injury protection, 2 h. 0.63% of 360,000 active. protection from H2O2 cell death, % at 20 µM. AID 588492, 2011;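 active means compounds giving at least 50% protection of heart cells from peroxide-induced death in the single-dose screen, raw or plate-pattern-corrected value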;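 further: 0% = DMSO wells with peroxide and 100% = DMSO wells without peroxide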
# CaV13 ICDI inh: Primary screen for inhibitors of IQ motif and Ca2+-dependent inactivation inhibitor domain binding in CACNA1D, Förster resonance energy transfer in living cells, …; inhibition, % at 12.3 µM; 0.098% of 340,000 active; AID 743397; HEK cells, CFP/YFP FRET ICDI-IQ, plate reader, 10 min; percent FRET-ratio fall versus neutral wells;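 active means mean replicate inhibition of at least 30% and at least 1% of replicates passing that level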;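 further: 0% = median of the neutral control wells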
# N-glyco inh: increase of ERlucT glycosylation luciferase signal, primary screen, N-linked glycosylation inhibitor project, D54 ERlucT cells, luminescence, set 2; D54 ERlucT glycosylation luciferase reporter, 24 h; percent of 100 nM tunicamycin response; reporter increase, % at 12.5 µM; 0.23% of 360,000 active;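 active means mean luciferase reporter signal, scaled so untreated is 0 and the glycosylation-blocking control 100, at or above a set limit in every replicate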;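 further: luciferase carries N-glycosylation sites so blocking glycosylation raises the light; 0% = median of neutral control wells and 100% = median of 100 nM tunicamycin wells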
# HTR2A ag: mouse Htr2a agonists via beta-arrestin recruitment, primary screen, cell-based, luminescence. 5-hydroxytryptamine receptor 2A (Mus musculus), P35363. CHO-K1 mHTR2A beta-arrestin complementation; percent of 30 µM serotonin response. activation, % at 7.6 µM. 0.66% of 360,000 active. AID 624169, 2012;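 active means activation above a run cutoff, the mean activation of all tested compounds plus 3 SD, cut at about 14% in these data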;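 further: 0% = plate median of compound wells and 100% = 30 µM serotonin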
# Target sequence (P35363 whole entry, looked up): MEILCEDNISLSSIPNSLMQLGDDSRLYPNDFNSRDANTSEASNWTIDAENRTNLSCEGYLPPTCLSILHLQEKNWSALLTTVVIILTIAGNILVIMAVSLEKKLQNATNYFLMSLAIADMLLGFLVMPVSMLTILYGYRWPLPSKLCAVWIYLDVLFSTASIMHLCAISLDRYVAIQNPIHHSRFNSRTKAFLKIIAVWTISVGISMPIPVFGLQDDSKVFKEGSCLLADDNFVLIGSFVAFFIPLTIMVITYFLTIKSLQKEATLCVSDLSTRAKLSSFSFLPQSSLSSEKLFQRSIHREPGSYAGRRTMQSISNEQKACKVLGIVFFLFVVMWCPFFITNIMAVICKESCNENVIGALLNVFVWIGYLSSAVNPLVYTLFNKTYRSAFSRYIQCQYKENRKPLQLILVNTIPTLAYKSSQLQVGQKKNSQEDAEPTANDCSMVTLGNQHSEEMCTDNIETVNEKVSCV
# PDI turbidity: inhibitors of human PDI, primary screen, biochemical, turbidity, single point, plate reader | PDI insulin aggregation turbidity, A650, 90 min | inhibition, % at 10 µM | 0.052% of 350,000 active | AID 588391, 2011;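 active means mean inhibition across replicates of 30% or more, whatever share of single replicates reach that level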;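 further: absorbance from insulin aggregation driven by PDI reduction with DTT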
# MC4R antagonist: MC4R antagonists of cAMP signaling, primary screen, cell-based, TR-FRET, antagonist arm of biased-ligand search | 0.48% of 360,000 active | Melanocortin receptor 4 (Homo sapiens), P32245 | inhibition, % at 6.5 µM | AID 540295, 2011 | MC4R-expressing cells, MTII-stimulated cAMP, LANCE TR-FRET;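 active means inhibition above its plate's cutoff, the mean of tested wells on that plate plus 3 SD, cut at about 29% in these data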;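 further: 0% = Melanotan II alone and 100% = Melanotan II plus saturating MCL0020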
#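 Test system: U2OS cells stably expressing human melanocortin 4 receptor (MC4R); also added: Melanotan II challenge; compound: 6.5 µM single dose; timing: 30-min compound preincubation, 1-h Melanotan II challenge, 1-h detection, room temperature; signal: Eu-cAMP/anti-cAMP TR-FRET, emission 671 nm; repeats: one well per compound, no replicates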
# * = called active by the depositor; · = not tested or not shown; & = joins results of further samples; ! = not active in a repeat. Compounds as they come; about 3.6% have a hit in one of these screens.
canonical_smiles,ABCB6 inh MLPCN,MC4R antagonist,MC4R barr agon,Vif inh,Cardio protect,CaV13 ICDI inh,aDG glyco act,HTR2A ag,PDI turbidity,N-glyco inh
O=C(C1=C(O)C(=O)N(CC2CCCO2)C1c1cccc(O)c1)c1ccco1 (stereo not drawn),94,3,-2.4,15,2,-4,0.1,7,-33,0
CN(CCCC(=O)NCc1ccccc1)S(=O)(=O)c1ccc([N+](=O)[O-])cc1,101,8,-2.5,12,0,-1,0.1,-3,-3,1
COCCN(C(=O)CC(C)(C)C)c1nnc(-c2cccnc2)s1,95,-1,-2.9,-1,2,-5,-0.1,2,6,0
COc1ccc2c(C=Nc3c(C)n(C)n(-c4ccccc4)c3=O)c(O)n(Cc3ccco3)c(=O)c2c1,104&98,37*!,-1.7&0.8,-41&3,39&16,-6,0.0&-0.5,-2&1,-1&-1,-2&-5
COc1ccc(N(CC(=O)N/N=C/c2cc(OC)ccc2OC)S(=O)(=O)c2ccccc2)cc1,95,1,-2.0,1,2,-18,-0.1,-3,3,-3
Cc1cc(Cl)c(S(=O)(=O)Nc2ccccn2)cc1OCC(N)=O,99,0,-1.6,13,2,-1,-0.1,-1,11,3
Cc1ccc(NC(=O)NCCCN2CCCC2=O)cc1Cl,94,4,0.1,9,-1,-3,-0.1,7,7,3
COc1ccc(NC(=O)CC2C(=O)N(C)C(=S)N2Cc2cccs2)cc1 (stereo not drawn),103,15,5.0,-21,0,-6,0.1,4,0,-2
COc1ccc(/C=N/Nc2nc(N3CCCC3)nc(N3CCCC3)n2)cc1O,101,3,-0.8,-6,6,-4,0.0,-3,11,0
CS(=O)(=O)c1ccc(Cl)c(NC(=O)c2cc(=O)[nH]c3ccc(S(=O)(=O)N4CCOCC4)cc23)c1,94,18,-3.6,·,11,-6,0.0,-2,-5,2
CN(C)CCn1c(NCc2ccc3c(c2)OCO3)nc2ccccc21,100,-1,1.0,4,-2,3,-0.1,-3,5,-4
CCC(CC)NC(=O)COC(=O)CCC(=O)c1ccc(Cl)cc1,121,4,0.0,1,-4,-3,0.1,1,2,0
COCCNC(=O)C(c1ccccc1)N(C(=O)Cn1nnc2ccccc21)c1cccnc1 (stereo not drawn),96,21,-1.2,1,6,-4,-0.2,0,-3,1
CS(=O)(=O)N1CCCC(C(=O)Nc2ccc(F)cc2)C1 (stereo not drawn),96,2,1.1,4,4,-5,0.0,5,11,0
CN1CCN(NC(=O)c2ccc(S(=O)(=O)N3CC4(C)CC3CC(C)(C)C4)cc2)CC1 (stereo not drawn),95,1,0.2,6,-12,-2,0.1,0,10,-4
O=C1CN(C(=O)COc2ccccc2Cl)c2ccccc2N1,98,6,-2.0,11,3,-4,0.1,-9,-4,1
CCOC(=O)C1CCN(c2ncnc3cc(OC)c(OC)cc23)CC1,97,1,0.1,17,-4,-15,-0.1,1,-3,-1
COc1nc(-c2ccccc2)ccc1-c1noc(-c2ccccc2)n1,110,0,-2.3,5,-10,·,0.5,-5,5,-3
COc1ccc(-c2oc3ccc(-c4cc(OC)c(OC)c(OC)c4)cc3c2-c2ccc(OC)nc2)cc1,95,5,-1.3,-3,-6,-5,0.0,0,3,-3
O=C(N/N=C/c1ccco1)c1cc2ccccc2o1,94,-4,-2.1,-4,-4,-7,-0.1,-11,0,0
CC1CCCCC1NC(=O)CSc1nnc(-c2ccncc2)n1CCCN(C)C (stereo not drawn),94,6,1.8,-18,-1,-7,0.1,2,-1,-1
COc1ccc(OC)c(C(O)c2ncc(-c3cccc4ccccc34)[nH]2)c1 (stereo not drawn),98,2,-0.5,-13,2,-5,1.4,-3,-2,3
CCOC(=O)c1cc(C)sc1N1C(=O)C2C3C=CC(C3)C2C1=O (stereo not drawn),92,-1,-0.3,9,3,-8,-0.1,6,-3,2
CCOCCCNc1nc(-c2ccccc2)nc2ccccc12,108,3,-0.2,-23,-11,-4,0.2,-5,10,-2
CC1CN(C(=O)CCC(=O)NCCCN2C(C)CCCC2C)c2ccccc2O1 (stereo not drawn),104,7,0.8,1,15,-8,-0.1,0,·,-2
COc1ccc(OC)c(/C=C(\NC(=O)c2ccccc2)C(=O)N/N=C/c2ccc(C)s2)c1,101,-6,-1.4,-2,11,·,-0.2,-8,-2,3
O=C1CC(SC(=Nc2ccccc2)Nc2ccccc2)C(=O)N1c1cccc2ccccc12 (stereo not drawn),107,-2,-2.4,6,-4,-5,0.3,-1,-4,2
COc1ccc(N=C2NN=C(c3ccc4c(c3)OCCO4)CS2)cc1,105,10,-0.6,-9,3,-6,-0.2,1,-9,-3
O=S(=O)(c1ccc(Cl)cc1)N1CCN(Cc2ccc(O)c3ncccc23)CC1,89,14,-0.4,-5,30,-2,-0.4,-2,-2,-11
CC(=O)c1sc(NC(=O)COc2ccc(Br)cc2)nc1C,94,7,1.6,-4,-5,6,0.4,-4,-12,5
Cc1coc2c(C)c3oc(=O)c(CCC(=O)NCCC(=O)O)c(C)c3cc12,98,-4,-1.4,·,3,-3,0.1,1,-2,2
COC(=O)c1ccc(/C=C/c2c(-c3ccsc3)sc3ccccc23)cc1,92,-3,-1.2,3,-6,-5,-0.5,-1,-4,0
CC1CN(CCn2cnc3c(N)ncnc32)CC(C)O1 (stereo not drawn),104,-4,-0.8,8,1,-5,-0.2,2,-6,-1
O=C1OC(c2ccccc2)C2(CCCC2)C(=O)C12CCCC2 (stereo not drawn),94,8,5.9,3,-6,-6,0.9,2,1,0
O=C(Nc1cccc(OC(F)(F)F)c1)C1Cc2c(-c3ccccc3Oc3ccccc3)ccnc2O1 (stereo not drawn),92,10,-0.3,-15,-15,-5,0.1,-4,3,-6
COC(=O)c1ccc(C)c(NC(=O)CSc2sc3c(O)cc(=O)[nH]c3c2C#N)c1,97,6,-1.6,-2,0,-3,0.1,7,5,1
O=C(O)CCCc1ccc2ccc3cccc4ccc1c2c34,94,-3,-0.4,-1,-1,-12,0.0,1,-1,2
CC(=O)c1cccc(S(=O)(=O)N2CCC(C(=O)O)CC2)c1,90,-9,4.4,-3,-5,-6,0.6,3,-1,1
Cc1cc(NS(=O)(=O)c2cn(C)nc2C)no1,94,-2,-1.2,7,-1,-5,0.8,-2,6,2
CSc1nc(SCC(=O)NCc2ccco2)c2c3c(sc2n1)CN(C)CC3,72*,3,-1.2,-2,8,-7,-0.2,-4,-2,1
Cc1ccc(S(=O)(=O)Nc2ccncc2)c(C)c1N(C)S(=O)(=O)c1ccc(F)cc1,100,0,0.2,-2,0,-6,-0.1,0,6,0
Cn1c(N)c(C(=O)COC(=O)CC(NC(=O)c2ccccc2Cl)c2ccccc2)c(=O)n(C)c1=O (stereo not drawn),98,7,-1.2,5,27,-3,0.3,-1,-2,2
Cn1cc([N+](=O)[O-])c(C(=O)NC2CCCCCC2)n1,96,-3,-2.9,-8,6,-3,-0.2,-1,-31,0
COCC1CCN(C(=O)c2cc(COc3ccc(OC)cc3Cl)on2)C1 (stereo not drawn),98,3,-0.9,-8,1,-5,0.2,-4,-4,1
Cc1ccc(Cl)c(NC(=O)COC(=O)c2nn(C)c(=O)c3ccccc23)c1Cl,94,6,-3.1,-7,-1,3,0.1,4,12,0
CN(CCOc1ccccc1)CC(=O)Nc1cccc(C#N)c1,95,6,3.2,-12,2,-4,0.1,-6,1,-2
O=C(O)c1ccc(N2CCCCCC2)c(N2C(=O)c3ccccc3C2=O)c1,96,7,-1.3,-1,12,·,0.0,2,5,0
O=C(COCc1cc(-c2ccc3c(c2)OCO3)on1)N1CCN(c2cccc(C(F)(F)F)c2)CC1,104,0,-1.5,20,-1,-7,-0.1,1,-6,0
COC(=O)c1cc(=O)c2c(ccc3oc(=O)ccc32)[nH]1,97,·,·,-3,7,-12,-0.3,3,·,1
COc1ccc(CC(=O)N2CCC(C)(C(=O)NS(=O)(=O)C3CC3)C2)cc1OC (stereo not drawn),98,10,-2.3,-3,-4,-6,0.1,-4,2,0

# In the list so far, six contain two or more sulfur atoms:
canonical_smiles,ABCB6 inh MLPCN,MC4R antagonist,MC4R barr agon,Vif inh,Cardio protect,CaV13 ICDI inh,aDG glyco act,HTR2A ag,PDI turbidity,N-glyco inh
COc1ccc(NC(=O)CC2C(=O)N(C)C(=S)N2Cc2cccs2)cc1 (stereo not drawn),103,15,5.0,-21,0,-6,0.1,4,0,-2
CS(=O)(=O)c1ccc(Cl)c(NC(=O)c2cc(=O)[nH]c3ccc(S(=O)(=O)N4CCOCC4)cc23)c1,94,18,-3.6,·,11,-6,0.0,-2,-5,2
COC(=O)c1ccc(/C=C/c2c(-c3ccsc3)sc3ccccc23)cc1,92,-3,-1.2,3,-6,-5,-0.5,-1,-4,0
COC(=O)c1ccc(C)c(NC(=O)CSc2sc3c(O)cc(=O)[nH]c3c2C#N)c1,97,6,-1.6,-2,0,-3,0.1,7,5,1
CSc1nc(SCC(=O)NCc2ccco2)c2c3c(sc2n1)CN(C)CC3,72*,3,-1.2,-2,8,-7,-0.2,-4,-2,1
Cc1ccc(S(=O)(=O)Nc2ccncc2)c(C)c1N(C)S(=O)(=O)c1ccc(F)cc1,100,0,0.2,-2,0,-6,-0.1,0,6,0
